PREPL inhibitor: human PREPL enzyme inhibition; Q4J6C6; recombinant PREPL, fluorescence polarization activity-based probe; inhibition, % at 5.96 µM; 320,000 compounds, 0.68% hits; in the data active = inhibition above about 43%;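 also: 0% = enzyme with DMSO and 100% = wells lacking enzyme; many of its hits are not listed in these tables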
Target sequence (Q4J6C6 whole entry, looked up): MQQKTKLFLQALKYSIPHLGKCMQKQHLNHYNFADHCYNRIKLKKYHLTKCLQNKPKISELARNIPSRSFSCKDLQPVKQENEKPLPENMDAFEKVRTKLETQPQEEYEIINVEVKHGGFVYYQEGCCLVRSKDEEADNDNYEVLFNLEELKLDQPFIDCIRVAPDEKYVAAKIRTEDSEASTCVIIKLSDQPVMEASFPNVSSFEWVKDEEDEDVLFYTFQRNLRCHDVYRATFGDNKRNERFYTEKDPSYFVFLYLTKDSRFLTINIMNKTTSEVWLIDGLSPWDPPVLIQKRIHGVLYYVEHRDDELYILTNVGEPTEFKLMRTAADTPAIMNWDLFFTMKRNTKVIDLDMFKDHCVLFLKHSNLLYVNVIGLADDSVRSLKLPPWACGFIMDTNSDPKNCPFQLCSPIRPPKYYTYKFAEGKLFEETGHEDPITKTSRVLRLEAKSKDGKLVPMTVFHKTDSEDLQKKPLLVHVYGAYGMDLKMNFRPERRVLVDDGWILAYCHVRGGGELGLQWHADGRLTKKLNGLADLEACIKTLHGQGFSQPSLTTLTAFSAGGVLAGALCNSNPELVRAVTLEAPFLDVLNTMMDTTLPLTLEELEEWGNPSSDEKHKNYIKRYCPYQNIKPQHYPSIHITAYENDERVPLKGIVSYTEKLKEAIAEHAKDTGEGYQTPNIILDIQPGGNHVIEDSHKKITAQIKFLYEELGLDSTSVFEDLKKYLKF
EBNA-1 inh: blocks EBNA-1 binding to DNA. EBNA-1 DNA binding, fluorescence polarization. AID 1950. inhibition, % at 14.8 µM. 300,000 compounds, 0.34% hits; in the data active = inhibition above about 28%
LYPLA1 counter: counter-screen for PME1 inhibitors: inhibitors of human LYPLA1; recombinant LYPLA1, FP-Rh probe fluorescence polarization; AID 2174; 320,000 compounds, 0.16% hits; inhibition, % at 5.9 µM;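 active = inhibition above the mean of all tested compounds plus 3 SD, set per campaign, cut at about 14% in these data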;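 also: inhibitors block serine hydrolase probe labeling of LYPLA1 so polarization falls; 0% = enzyme with DMSO and 100% = wells lacking LYPLA1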
PAFAH2 inh: inhibitors of human PAFAH2 | recombinant PAFAH2, FP-rhodamine activity probe, fluorescence polarization | inhibition, % at 3.39 µM | 340,000 compounds, 0.99% hits;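 active = inhibition above the mean over all tested compounds plus 3 SD, cut at about 30% in these data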;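 also: inhibitors block probe labeling of enzyme so polarization drops; 0% = enzyme with DMSO and 100% = wells lacking PAFAH2 protein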
PAFAH1B3 FP inh: PAFAH1B3 (human) inhibition; recombinant PAFAH1B3, FP-rhodamine probe, fluorescence polarization; 340,000 compounds, 0.28% hits; Q15102; inhibition, % at 3.39 µM;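 active = inhibition above the screen-wide average of all tested compounds plus 3 SD, cut at about 25% in these data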;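 also: 0% = enzyme with DMSO only and 100% = wells lacking PAFAH1B3 protein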
ZTA counter: ZTA (EBV) inhibition in EBNA-1 counter-screen | ZTA-DNA binding, fluorescence polarization | inhibition, % at 11 µM | 320,000 compounds, 0.15% hits; in the data active = inhibition above about 33%
PAFAH1B2 FP inh: PAFAH1B2 (human) inhibition; P68402; recombinant PAFAH1B2, FP-rhodamine activity probe, fluorescence polarization; inhibition, % at 3.39 µM; 340,000 compounds, 1.2% hits;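 active = inhibition above the mean of all tested compounds plus 3 SD, cut at about 24% in these data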;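 also: 0% = enzyme with DMSO and 100% = wells lacking PAFAH1B2; many of its hits are not listed in these tables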
Target sequence (P68402 whole entry, looked up): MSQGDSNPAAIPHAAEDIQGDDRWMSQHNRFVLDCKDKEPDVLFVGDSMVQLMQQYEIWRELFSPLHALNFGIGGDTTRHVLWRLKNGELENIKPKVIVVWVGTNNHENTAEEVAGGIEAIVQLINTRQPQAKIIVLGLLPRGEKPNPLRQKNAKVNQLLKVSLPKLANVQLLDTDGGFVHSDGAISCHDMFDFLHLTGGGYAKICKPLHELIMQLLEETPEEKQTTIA
pPAFAH inh: inhibitors of human plasma PAF acetylhydrolase (pPAFAH); Q13093; recombinant pPAFAH, FP-rhodamine probe fluorescence polarization; inhibition, % at 3.39 µM; 330,000 compounds, 1.5% hits; AID 463082;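 active = inhibition above the mean inhibition across the screen plus 3 SD, cut at about 25% in these data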;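 also: inhibitors block binding of the rhodamine activity-based probe so polarization drops; 0% = enzyme with DMSO and 100% = wells lacking pPAFAH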
LYPLA2 inh: LYPLA2 (human) inhibition in PME1 counter-screen; O95372; recombinant LYPLA2, FP-Rh probe fluorescence polarization; inhibition, % at 5.9 µM; 320,000 compounds, 0.38% hits; AID 2177;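 active = inhibition above the screen-wide mean plus 3 SD, limit set per campaign, cut at about 26% in these data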;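 also: 0% = LYPLA2 with DMSO and 100% = wells lacking LYPLA2 enzyme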
An asterisk follows results filed as active; x = not tested or not shown. Only part of the results is shown; count on the stated rates, not on these rows.

SMILES	PREPL inhibitor	EBNA-1 inh	LYPLA1 counter	PAFAH2 inh	PAFAH1B3 FP inh	ZTA counter	PAFAH1B2 FP inh	pPAFAH inh	LYPLA2 inh
COC(=O)C1=C(N)Oc2cc(C)n(Cc3ccncc3)c(=O)c2C1c1cccnc1 (stereo unspecified)	-4	9	-7	-11	9	1	8	10	-6
COc1ccc(C(=O)COC(=O)CNC(=O)C2CCCCC2)c(OC)c1	-2	5	-2	6	9	5	2	6	3
Cc1cccc(C(=O)c2cn[nH]c2-c2ccc(C)cc2O)c1	7	-25	5	-1	9	-6	-1	2	7
Cc1ccc2cc(C(=O)O)c(C)nc2c1	5	-8	0	7	8	10	12	-4	1
CCOC(=O)c1sc(Nc2ccc(F)cc2)nc1C	10	-5	1	5	4	-13	1	7	2
Cc1ccc(C(=O)Nc2nc3ccccc3s2)s1	7	1	-9	7	4	2	5	3	-2
Cc1ccc(-c2nnn(C/C(N)=N/O)n2)cc1	10	-8	2	6	-1	-11	0	-2	-3
COc1cc([C@@H]2CC=C(C(=O)O)[C@H](c3ccc(C)cc3)N2S(=O)(=O)c2ccc(C)cc2)cc(OC)c1OC	8	x	x	-2	8	x	3	3	x
O=C(Nc1ccc(S(=O)(=O)N2CCCCC2)cc1)C1CC(=O)N(c2ccc(F)cc2)C1 (stereo unspecified)	9	-3	-3	-1	5	13	2	-4	1
O=c1oc2c(CN3CCCCC3)c(O)ccc2c2c1CCCCC2	9	4	0	5	3	-22	4	11	9
O=C(NC1CCCC1)C(c1ccccc1)N(C(=O)c1csnn1)c1ccccc1F (stereo unspecified)	-10	-15	2	0	0	-11	3	4	6
COCCNC(=S)N(CCO)Cc1cc2cc3c(cc2[nH]c1=O)OCO3	12	-3	2	0	7	-9	11	9	6

Five of these compounds, set out differently:
Structure | PREPL inhibitor | EBNA-1 inh | LYPLA1 counter | PAFAH2 inh | PAFAH1B3 FP inh | ZTA counter | PAFAH1B2 FP inh | pPAFAH inh | LYPLA2 inh
Cc1ccc2cc(C(=O)O)c(C)nc2c1 | 5 | -8 | 0 | 7 | 8 | 10 | 12 | -4 | 1
CCOC(=O)c1sc(Nc2ccc(F)cc2)nc1C | 10 | -5 | 1 | 5 | 4 | -13 | 1 | 7 | 2
Cc1ccc(C(=O)Nc2nc3ccccc3s2)s1 | 7 | 1 | -9 | 7 | 4 | 2 | 5 | 3 | -2
Cc1ccc(-c2nnn(C/C(N)=N/O)n2)cc1 | 10 | -8 | 2 | 6 | -1 | -11 | 0 | -2 | -3
COc1cc([C@@H]2CC=C(C(=O)O)[C@H](c3ccc(C)cc3)N2S(=O)(=O)c2ccc(C)cc2)cc(OC)c1OC | 8 | x | x | -2 | 8 | x | 3 | 3 | x

Some values from the results shown.
PAFAH1B2 FP inh with Cc1ccc(C(=O)Nc2nc3ccccc3s2)s1 = 5
PREPL inhibitor with COCCNC(=S)N(CCO)Cc1cc2cc3c(cc2[nH]c1=O)OCO3 = 12
PAFAH1B3 FP inh with COc1ccc(C(=O)COC(=O)CNC(=O)C2CCCCC2)c(OC)c1 = 9

(more compounds)
SMILES	PREPL inhibitor	EBNA-1 inh	LYPLA1 counter	PAFAH2 inh	PAFAH1B3 FP inh	ZTA counter	PAFAH1B2 FP inh	pPAFAH inh	LYPLA2 inh
N/C(=N\OCC(=O)Nc1ccc(F)c(Cl)c1)c1ccccc1	36	x	x	0	0	x	-3	6	x
O=C(CC1SC(=O)NC1=O)Oc1ccc(/C=N/NC(=O)c2ccccc2O)cc1 (stereo unspecified)	1	5	1	-4	-2	6	0	10	0
Cn1c(NNC(=O)/C=C/c2ccc3c(c2)OCO3)cc(=O)n(C)c1=O	-9	-4	2	-1	2	-4	3	-4	3
Cc1cc2nc(SCCOC(=O)Nc3ccccc3)nc(C)c2cc1C	-24	-5	-11	-5	3	-3	2	-6	-11
O=C(O)CCC(=O)N(Cc1cccnc1)Cc1cccc(F)c1	6	-5	0	8	4	-1	3	2	1
CC1CC(C)CN(C(=O)c2ccc(CSc3nc4ccncc4[nH]3)cc2)C1 (stereo unspecified)	3	-1	-4	4	2	-7	-1	3	2
O=C(CSc1nnc(-c2ccc3c(c2)OCO3)n1-c1ccccc1)c1ccccc1	-8	-1	1	6	2	15	-3	4	2
COc1ccc(OCCSc2nnc(-c3ccoc3C)n2C)cc1	5	1	2	-2	-2	-2	1	3	2
O=c1[nH]nc(Cc2ncc(C(F)(F)F)cc2Cl)c2ccccc12	13	4	-1	-5	6	0	1	4	1
COC(=O)N=Nc1c(O)n(Cc2ccccc2)c2ccccc12	-12	17	0	1	6	7	6	0	4
CCn1nc(C(=O)Nc2ccccc2C)c(Cl)c1Cl	4	4	0	-2	-5	11	-5	3	-1
CC(OC(=O)CC(NC(=O)c1ccccc1Cl)c1ccccc1)C(=O)Nc1cccc(Cl)c1Cl (stereo unspecified)	8	4	-3	-4	-3	-5	0	1	1
N#Cc1cccc(CN2C=NS(=O)(=O)c3ccccc32)c1	6	7	4	3	9	-4	0	5	2
Cc1cccc(C)c1NC(=O)COC(=O)c1ccc([N+](=O)[O-])o1	-4	3	2	5	3	5	11	5	-2
COC(=O)c1sccc1-c1ccc(C(=O)Nc2ccccc2)o1	6	-3	-7	0	-5	10	-1	-8	-8
O=C(CC1C(=O)NCCN1Cc1c(F)cccc1Cl)NCCCN1CCCC1=O (stereo unspecified)	4	0	3	-1	5	-1	-2	3	-2
COc1ccc(S(=O)(=O)NC(C)C)cc1-n1cnnn1	-2	-10	3	4	2	-10	0	-1	-2
Cc1ccc(S(=O)(=O)N2CCOCC2)cc1C(=O)N(Cc1nnc(-c2ccccc2Cl)o1)C1CC1	25	2	2	1	5	2	6	6	0
CC1=CC2=NC(=O)CC(C)(C(=O)N(CC(=O)NC(C)(C)C)C3CCCC3)N2C=C1 (stereo unspecified)	2	-2	0	-3	4	3	-1	-1	-1
CCOc1ccc(-c2nnn(CC(=O)Nc3cc(OC)cc(OC)c3)n2)cc1OCC	-2	2	-2	1	-1	6	3	3	-6
CCOc1ccc(S(=O)(=O)N2CN(c3cccc(C(C)=O)c3)c3nc4ccccc4nc32)cc1	18	x	x	12	-6	x	-1	4	x
CC1C(=O)N2CCCc3cc(S(=O)(=O)N4CCN(c5ccccc5F)CC4)cc1c32 (stereo unspecified)	-15	-3	-3	5	3	-20	-1	4	-4
COc1ccc(C(=O)NCC(=O)OCc2ccccc2F)cc1	2	-6	1	-3	6	-23	-1	5	6
COc1ccc2cc(C3(C)NC(=O)N(CC(=O)NCC(F)(F)F)C3=O)ccc2c1 (stereo unspecified)	0	-8	-3	4	8	1	7	6	-4
Cc1ccc(/C=N/n2c(-c3ccco3)n[nH]c2=S)cc1	5	-12	2	-5	-1	-3	6	0	2
CN1CCN(C(=O)CSc2nc3c(c(=O)n(C)c(=O)n3C)n2C)CC1	-5	-4	-6	-14	-6	7	-2	5	-8
Cc1cccc(NC(=O)CSc2nc3[nH]ncc3c(=O)[nH]2)c1	-51	3	0	-7	-1	13	-3	-3	-2
CCC(C)NS(=O)(=O)c1ccc(NC(=O)c2c(-c3ccccc3)noc2C)cc1 (stereo unspecified)	10	8	-2	5	2	-2	-4	7	-1
O=C(O)CCc1ccc(-c2cccs2)n1CCC(=O)O	-1	1	-3	5	6	6	2	10	-2
O=C1c2ccccc2-c2cccc(C(=O)N3CCCCC3)c21	1	2	1	-5	2	-1	5	2	1
CC(C(=O)O)n1ncc2ccccc2c1=O (stereo unspecified)	5	-2	1	-6	2	-1	3	-1	3
CCOC(=O)N1CCC(=C(C#N)C(=O)Nc2cc(OC)ccc2OC)CC1	2	-6	0	7	-1	0	0	2	10
O=C(NCCN1CCOCC1)c1ccncc1	3	-17	1	4	-6	1	5	0	8
NC(=O)CC(NC(=O)Cc1ccc(Br)cc1)c1ccc(NC2CCCC2)c([N+](=O)[O-])c1 (stereo unspecified)	14	3	0	2	-6	-34	7	6	1
Cc1c(Cl)cccc1NC(=S)NCc1cccn1C	4	6	-1	-1	6	13	8	5	-5
Cc1ccc(CCNC(=O)C2CCCN(C(=O)N(C)C)C2)cc1 (stereo unspecified)	2	-3	3	1	7	0	-4	0	2
Cc1ccc(C)c(NC(=O)CSc2nc(=O)n(CCN3CCOCC3)c3c2CCCC3)c1	7	0	2	-1	3	0	4	5	6
O=c1c(-c2ccccc2)coc2c(CN3CCOCC3)c(O)ccc12	25	-7	1	4	7	2	1	7	7
O=C(COC(=O)/C=C/c1ccccc1)NCc1ccccc1Cl	1	-5	-3	71*	14	-19	1	0	2
Cc1c(Cl)c(C(F)(F)F)nn1CC(=O)NCc1ccccc1	2	5	4	3	3	8	4	3	-1
COc1nc(-c2ccccc2)ccc1-c1noc(-c2cccnc2)n1	2	9	-1	-8	-2	11	-1	1	4
COc1ccc2oc(=O)c(C(=O)NCc3ccc4c(c3)OCO4)cc2c1	0	5	1	12	8	3	3	-6	-3
CCOc1ccnc2c1c(=O)n(Cc1cc(OC)cc(OC)c1)c(=O)n2C	-4	-17	-2	-1	0	-1	-4	-8	-2
CCOC(=O)c1ccc(-n2c(CCC(=O)O)ccc2-c2cccs2)cc1	17	4	-3	4	5	-3	-4	8	-2
COc1ccc(Cn2c(-c3ccc(C)cc3)nc3c(c(=O)c4ccccc4n3C)c2=O)cc1	9	-6	3	2	1	-14	-4	1	0
Cc1nc(S/C(=C/c2ccc(-c3ccc(C(=O)O)cc3)o2)C(=O)O)n[nH]1	5	-6	-3	14	20	12	1	33*	-4
Cc1ccc(S(=O)(=O)CCC(=O)Nc2nc(-c3ccncc3)cs2)cc1	2	5	-2	-4	6	1	4	4	-1
Cc1cccc(NC(=S)NCC(c2cccnc2)N(C)C)c1 (stereo unspecified)	7	-6	-2	2	10	-4	2	3	-2
CCn1nnc(NC(=O)COc2ccc([N+](=O)[O-])cc2)n1	4	0	0	1	5	-2	5	6	-5

Source: PubChem (The Scripps Research Institute Molecular Screening Center)
